# PLAP act – activates human placental alkaline phosphatase. P05187. purified PLAP enzyme, luminescent substrate read-out; active compounds read high. activation fold at 20 µM. 96,000 tested, 1.2% active. AID 696; in the data active means activation fold above about 2
# Target sequence (P05187 whole entry, looked up): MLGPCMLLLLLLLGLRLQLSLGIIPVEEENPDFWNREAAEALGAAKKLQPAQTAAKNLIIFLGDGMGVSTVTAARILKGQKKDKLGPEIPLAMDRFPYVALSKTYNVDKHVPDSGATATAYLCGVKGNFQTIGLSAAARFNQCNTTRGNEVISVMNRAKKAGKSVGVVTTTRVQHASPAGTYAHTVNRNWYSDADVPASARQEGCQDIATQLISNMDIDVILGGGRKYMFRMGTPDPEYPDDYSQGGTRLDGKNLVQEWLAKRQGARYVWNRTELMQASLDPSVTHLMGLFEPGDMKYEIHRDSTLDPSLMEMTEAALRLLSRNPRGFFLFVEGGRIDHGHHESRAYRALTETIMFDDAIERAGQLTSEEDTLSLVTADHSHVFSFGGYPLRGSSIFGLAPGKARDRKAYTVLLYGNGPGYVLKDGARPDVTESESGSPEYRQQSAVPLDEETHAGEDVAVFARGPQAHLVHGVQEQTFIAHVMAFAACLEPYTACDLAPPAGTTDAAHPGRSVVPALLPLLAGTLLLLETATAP
# CYP2C19 inh – blocks human cytochrome P450 2C19; 96,000 tested, 21% active; P33261; inhibition, % at 5 µM; CYP2C19 Supersomes, luciferin-H EGE luminescence, 30 min;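 active means CYP2C19 inhibition above a set limit at 5 µM in the primary screen, cut at about 50% in these data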;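 further: plate controls were negative control wells for no effect and 2.5 mM tranylcypromine positive control for full effect; values of inactives mirror those of a sister screen read the other way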
# Target sequence (P33261 whole entry, looked up): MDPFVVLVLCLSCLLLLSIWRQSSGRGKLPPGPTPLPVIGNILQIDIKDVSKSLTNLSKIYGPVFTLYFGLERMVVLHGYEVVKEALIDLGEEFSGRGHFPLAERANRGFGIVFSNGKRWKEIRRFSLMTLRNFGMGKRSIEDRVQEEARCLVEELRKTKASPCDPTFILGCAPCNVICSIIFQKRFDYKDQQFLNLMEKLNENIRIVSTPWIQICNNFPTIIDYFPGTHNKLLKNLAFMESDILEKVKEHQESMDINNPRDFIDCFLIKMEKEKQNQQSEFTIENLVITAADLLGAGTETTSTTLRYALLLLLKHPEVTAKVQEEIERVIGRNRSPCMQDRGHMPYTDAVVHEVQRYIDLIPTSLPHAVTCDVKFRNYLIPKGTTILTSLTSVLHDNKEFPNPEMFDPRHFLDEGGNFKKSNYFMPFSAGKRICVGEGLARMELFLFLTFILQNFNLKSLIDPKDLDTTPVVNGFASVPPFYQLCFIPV
# MT1-MMP txn act – activates MT1-MMP transcription | HT1080 MT1-MMP promoter luciferase reporter, luminescence, overnight; active compounds read high | 86,000 tested, 0.16% active | activation factor at 10 µM;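 active means activation factor of at least 2 for MT1-MMP transcription at 10 µM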
# Pyk2 oligo antag – antagonists of human Pyk2 oligomerization; AID 1347419; 99,000 tested, 0.83% active; Q293 cells, Pyk2 FERM NanoBiT luminescence; active compounds read low; z-score (the deposit names both 25 µM and 10 µM);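 active means Z-score of -3 or lower, scaled per plate to the spread of control and sample wells; inactive means z-score above -3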;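 further: negative z-score means lost luminescence so less FERM oligomerization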
# CYP2C19 act – activators of human cytochrome P450 2C19; P33261; recombinant CYP2C19, luciferin-H EGE luminescence; active compounds read high; 0 = fully inhibited enzyme, 1 = untreated enzyme; activation factor at 5 µM; 96,000 tested, under 10 active;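 active means activation factor of at least 2 at 5 µM in the primary screen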;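 further: 0 = wells with 2.5 mM tranylcypromine and 1 = vehicle-only wells; values of inactives mirror those of a sister screen read the other way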
# CYP2C9 inhib – human CYP2C9 inhibition; P11712; CYP2C9 Supersomes, luciferin-H conversion, luminescence; inhibition, % at 5 µM; 96,000 tested, 20% active; AID 777;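 active means blocking of liver enzyme CYP2C9 beyond about 50% at 5 µM, limit read from the data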; further: values of inactives mirror those of a sister screen read the other way
# Mac1 fbg inh – inhibitors of human CD11b/CD18 binding to fibrinogen; inhibition, % at 10 µM; K562 CD11b/CD18 adhesion to fibrinogen, ATPlite luminescence; Mn2+ added to activate the integrin; P05107+P11215; 93,000 tested, 0.54% active;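 active means primary inhibition of 50% or more at 10 µM, then 40% or more on retest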; further: some results filed as inactive read as strong as hits
# CYP2C9 activ – activators of human CYP2C9; P11712; recombinant CYP2C9, luciferin-H conversion, luminescence; active compounds read high; factor 1 = untreated enzyme, 0 = blocked; activation factor at 5 µM; 96,000 tested, 1.4% active;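 active means activation factor of 2 or more for CYP2C9 at a 5 µM dose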;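 further: 0 = sulfaphenazole-blocked wells and 1 = vehicle-only wells; values of inactives mirror those of a sister screen read the other way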
# Mac1 fbg enh – enhancers of human CD11b/CD18 binding to fibrinogen | 93,000 tested, 0.07% active | activation, % at 10 µM | K562 CD11b/CD18 adhesion to fibrinogen, ATPlite luminescence;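 active means 10 µM primary screen giving 50% or more activity, confirmed by 40% or more on retest at that dose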; further: strong numbers were not always called active; reference of the scale not given here
# The depositor's hits bear a star; . = not tested or not shown.
SMILES,PLAP act,CYP2C19 inh,MT1-MMP txn act,Pyk2 oligo antag,CYP2C19 act,CYP2C9 inhib,Mac1 fbg inh,CYP2C9 activ,Mac1 fbg enh
Cn1c(Cn2cnc3ccccc32)nc2ccccc21,0.8,17,1.1,0.15,0.8,1,8,1,-1
Cc1nnc(SCc2cnc(-c3ccccc3)o2)[nH]c1=O,1,-11,1.2,0.04,1.1,3,13,1,-2
CCOc1ccc(NC(=O)CCC(=O)n2nc(C)cc2C)cc1,1,-8,1.3,.,1.1,6,18,0.9,-4
CN(C)S(=O)(=O)c1ccc(C(=O)Oc2ccccc2)cc1,0.8,22,1.2,0.81,0.8,-4,-6,1,0
Cc1noc(N)c1C(=O)Nc1ccccc1F,1.1,3,1.1,0.98,1,6,-2,0.9,-1
COc1ccc(OC)c(N(CC(=O)Nc2cccnc2)S(=O)(=O)c2ccccc2)c1,2.2*,98*,1.3,-0.28,0,98*,-51,0,-3
Cc1cc(C)c(NC(=O)C2C3/C=C\CCCCC32)c(C)c1 (centres undefined),0.7,38,.,-0.06,0.6,1,.,1,.
O=C(NC1CCCCC1)N(Cc1ccccc1)Cc1ccco1,1.1,8,1.1,-0.54,0.9,20,7,0.8,3
CC(C)CC(c1nnnn1C(C)C)N1CCN(c2ccccc2)CC1 (centres undefined),1.2,22,1,-0.63,0.8,68*,.,0.3,.
O=C(c1ccc(Cl)c(Cl)c1)N1CCCC1,1,15,1,2.4,0.8,7,-4,0.9,-1
COc1cc2c(=O)n(CCCN3CCOCC3)c(=S)[nH]c2c(OC)c1OC,1.2,1,1,-0.61,1,6,-1,0.9,0
C=CCOC(=O)C1=C(C)NC2(O)c3ccccc3C(=O)C12O (centres undefined),0.9,1,0.9,-0.1,1,-12,-10,1.1,-5
O=C(NC1CCS(=O)(=O)C1)C12CC3CC(CC(C3)C1)C2 (centres undefined),0.8,0,1.2,-0.37,1,-5,-6,1.1,14
O=C(c1ccccc1)N1CCCC(c2nc3c(nnn3Cc3ccccc3)c(=O)[nH]2)C1 (centres undefined),1.3,24,1.3,-0.62,0.8,78*,-6,0.2,2
CCOC(=O)/C=C/C(=O)N1CCc2ccccc21,0.8,12,.,0.08,0.9,-5,.,1,.
O=C(NC12CC3CC(CC(C3)C1)C2)c1cc2nc(-c3ccco3)cc(C(F)(F)F)n2n1,1.5,9,1.1,1.5,0.9,24,-7,0.8,10
CCS(=O)(=O)N1CCN(c2nc(-c3ccccc3)cs2)CC1,1.3,44,1.5,0.55,0.6,19,0,0.8,0
CCOC(=O)c1cc(NC(=O)C2C3CCC(O3)C2C(=O)O)cc(C(=O)OCC)c1 (centres undefined),1.1,1,1.2,-0.68,1,10,.,0.9,.
O=c1nc2n(c3c1oc1ccccc13)Cc1ccccc1-2,1,13,1.1,.,0.9,14,62,0.9,2
Cc1cnn(C(=S)NCCc2ccccc2)c1,1.2,84*,1.4,1.1,0.2,29,54,0.7,-4
Cc1cc(C)cc(NS(=O)(=O)c2ccc3[nH]cc(C(=O)NCc4ccco4)c(=O)c3c2)c1,0.9,12,1.1,-0.06,0.9,65*,-16,0.4,5
Cc1cc(C)nc(/N=C(/NC(=O)c2ccccc2)Nc2ccccc2)n1,0.8,-15,.,-0.05,1.2,0,0,1,-3
CN1CCOCCOCCN(C)C1=O,0.8,6,1.1,0.09,0.9,0,-15,1,-6
CCCCOc1ccc(CSc2nncn2N)cc1,0.9,20,1.7,1,0.8,11,26,0.9,-1
COc1cccc(-c2nc(N3CCN(c4ccccc4)CC3)c3ccccc3n2)c1O,1.2,21,.,-0.46,0.8,55*,.,0.4,.
O=C1CC(c2ccccc2)C(C(=O)O)N1 (centres undefined),0.8,21,1.3,.,0.8,-55,-7,1.6,3
O=C1CCC(C(=O)Nc2cccc(C(F)(F)F)c2)N1 (centres undefined),1,-1,1,-0.72,1,-5,-14,1,-2
CCCc1nc2ccccc2c(=O)n1/N=C/c1c(C)[nH]n(-c2ccc(C)cc2)c1=O,2.1*,12,1.1,-0.78,0.9,67*,31,0.3,-1
Cc1c(NC(=O)c2cnn3c2NC(c2ccccc2)CC3C(F)(F)F)c(=O)n(-c2ccccc2)n1C (centres undefined),1.5,-14,1.1,0.17,1.1,-7,-15,1.1,-4
CC(=O)Nc1cc(C(F)(F)F)ccc1Oc1cccc(Br)c1,1.1,98*,.,-0.8,0,58*,6,0.4,1
CNC(=S)Nc1cccc2[nH]ncc12,0.7,-5,.,-0.48,1.1,-11,0,1.1,-2
Cc1ccc(S(=O)(=O)N2CN(Cc3ccco3)c3nc4ccccc4nc32)cc1C,0.9,68*,1,0.55,0.3,84*,7,0.2,-1
Cc1ccc(-n2c(Cc3cccn3C)nnc2SCC(=O)NCc2ccc3c(c2)OCO3)cc1,1.5,57*,1.1,-0.38,0.4,84*,-2,0.2,10
CN(C)c1c([N+](=O)[O-])cc2[nH]c(=O)[nH]c2c1[N+](=O)[O-],0.9,-17,1.2,-0.43,1.2,20,8,0.8,-2
COc1ccc(-c2cc3ccccc3oc2=O)cc1NC(=O)c1cccnc1,1,17,.,-2.7,0.8,27,0,0.7,4
Cc1cc(C)c(-c2cc(NC(=O)CSc3n[nH]c(N)n3)n(-c3ccccc3)n2)cc1C,.,94*,.,-2,0.1,90*,-2,0.1,-2
Cc1onc(-c2ccccc2Cl)c1C(=O)N1CCN(c2ccccc2)CC1,1.4,30,1.1,0.18,0.7,46,1,0.5,0
Cc1cc(C(=O)N2CCN(S(C)(=O)=O)CC2)cs1,1,56*,1.1,0.75,0.4,2,-12,1,-9
N#Cc1nc(COc2cccc(Cl)c2)oc1NCc1ccco1,1,50*,.,.,0.5,85*,5,0.2,-6
O=C(CC(c1ccccc1)c1ccccc1)Nc1ncn[nH]1,2.9*,50*,1.1,0.57,0.5,83*,-2,0.2,-3
Cc1cccc(NC(=O)C2CCN(S(=O)(=O)c3cccs3)CC2)n1,0.9,30,.,1.3,0.7,11,-26,0.9,-1
CCOc1c(Cl)cc(C2NC(=O)NC(C)=C2C(=O)NCc2ccccc2)cc1OC (centres undefined),1,5,1.1,0.39,1,19,-7,0.8,5
CC(C)c1ccc(NC(=O)C(c2ccccc2)N2CCOCC2)cc1 (centres undefined),1.8,55*,1.2,.,0.4,68*,-9,0.3,-1
CCOC(=O)N1CCC(NC(=O)CSCc2nc(-c3cccc(OC)c3)oc2C)CC1,1.3,57*,1,1.6,0.4,67*,18,0.3,-2
O=[N+]([O-])c1c(NCCCO)cc(Sc2nc3ccccc3s2)c2nonc12,1.1,24,.,-0.41,0.8,8,.,0.9,.
Cc1cc(=O)n2c(n1)OC(CO)C2 (centres undefined),0.9,-4,1.1,-0.41,1,0,-2,1,-1
CN(C)c1ccc(C=Nc2ccccc2C(N)=O)cc1,0.9,46,0.8,0.38,0.5,35,39,0.7,-4
COc1ccccc1N1C(=O)CCC1(C#N)c1ccc(Br)cc1 (centres undefined),1.4,59*,1.2,-0.11,0.4,69*,3,0.3,0
CC(=O)c1ccc(NC(=O)C(Cc2ccccc2)NC(=O)c2ccco2)cc1 (centres undefined),1,28,1.2,-0.44,0.7,35,.,0.6,.

# Part of the list above in another layout.
SMILES | PLAP act | CYP2C19 inh | MT1-MMP txn act | Pyk2 oligo antag | CYP2C19 act | CYP2C9 inhib | Mac1 fbg inh | CYP2C9 activ | Mac1 fbg enh
CNC(=S)Nc1cccc2[nH]ncc12 | 0.7 | -5 | . | -0.48 | 1.1 | -11 | 0 | 1.1 | -2
Cc1ccc(S(=O)(=O)N2CN(Cc3ccco3)c3nc4ccccc4nc32)cc1C | 0.9 | 68* | 1 | 0.55 | 0.3 | 84* | 7 | 0.2 | -1
Cc1ccc(-n2c(Cc3cccn3C)nnc2SCC(=O)NCc2ccc3c(c2)OCO3)cc1 | 1.5 | 57* | 1.1 | -0.38 | 0.4 | 84* | -2 | 0.2 | 10
CN(C)c1c([N+](=O)[O-])cc2[nH]c(=O)[nH]c2c1[N+](=O)[O-] | 0.9 | -17 | 1.2 | -0.43 | 1.2 | 20 | 8 | 0.8 | -2
COc1ccc(-c2cc3ccccc3oc2=O)cc1NC(=O)c1cccnc1 | 1 | 17 | . | -2.7 | 0.8 | 27 | 0 | 0.7 | 4
Cc1cc(C)c(-c2cc(NC(=O)CSc3n[nH]c(N)n3)n(-c3ccccc3)n2)cc1C | . | 94* | . | -2 | 0.1 | 90* | -2 | 0.1 | -2
Cc1onc(-c2ccccc2Cl)c1C(=O)N1CCN(c2ccccc2)CC1 | 1.4 | 30 | 1.1 | 0.18 | 0.7 | 46 | 1 | 0.5 | 0
Cc1cc(C(=O)N2CCN(S(C)(=O)=O)CC2)cs1 | 1 | 56* | 1.1 | 0.75 | 0.4 | 2 | -12 | 1 | -9
N#Cc1nc(COc2cccc(Cl)c2)oc1NCc1ccco1 | 1 | 50* | . | . | 0.5 | 85* | 5 | 0.2 | -6
O=C(CC(c1ccccc1)c1ccccc1)Nc1ncn[nH]1 | 2.9* | 50* | 1.1 | 0.57 | 0.5 | 83* | -2 | 0.2 | -3
Cc1cccc(NC(=O)C2CCN(S(=O)(=O)c3cccs3)CC2)n1 | 0.9 | 30 | . | 1.3 | 0.7 | 11 | -26 | 0.9 | -1
CCOc1c(Cl)cc(C2NC(=O)NC(C)=C2C(=O)NCc2ccccc2)cc1OC (centres undefined) | 1 | 5 | 1.1 | 0.39 | 1 | 19 | -7 | 0.8 | 5
CC(C)c1ccc(NC(=O)C(c2ccccc2)N2CCOCC2)cc1 (centres undefined) | 1.8 | 55* | 1.2 | . | 0.4 | 68* | -9 | 0.3 | -1
CCOC(=O)N1CCC(NC(=O)CSCc2nc(-c3cccc(OC)c3)oc2C)CC1 | 1.3 | 57* | 1 | 1.6 | 0.4 | 67* | 18 | 0.3 | -2
O=[N+]([O-])c1c(NCCCO)cc(Sc2nc3ccccc3s2)c2nonc12 | 1.1 | 24 | . | -0.41 | 0.8 | 8 | . | 0.9 | .
Cc1cc(=O)n2c(n1)OC(CO)C2 (centres undefined) | 0.9 | -4 | 1.1 | -0.41 | 1 | 0 | -2 | 1 | -1
CN(C)c1ccc(C=Nc2ccccc2C(N)=O)cc1 | 0.9 | 46 | 0.8 | 0.38 | 0.5 | 35 | 39 | 0.7 | -4
COc1ccccc1N1C(=O)CCC1(C#N)c1ccc(Br)cc1 (centres undefined) | 1.4 | 59* | 1.2 | -0.11 | 0.4 | 69* | 3 | 0.3 | 0
CC(=O)c1ccc(NC(=O)C(Cc2ccccc2)NC(=O)c2ccco2)cc1 (centres undefined) | 1 | 28 | 1.2 | -0.44 | 0.7 | 35 | . | 0.6 | .

# High-throughput results as filed in PubChem BioAssay.
